Screens (PubChem)
VHR inh color: inhibitors of human VHR1 phosphatase (DUSP3). P51452. recombinant VHR phosphatase, colorimetric substrate read-out. inhibition, % at 20 µM. 50,000 compounds, 0.7% hits; in the data active = inhibition above about 60%; note: some results filed as inactive read as strong as hits
Target sequence (P51452 whole entry, looked up): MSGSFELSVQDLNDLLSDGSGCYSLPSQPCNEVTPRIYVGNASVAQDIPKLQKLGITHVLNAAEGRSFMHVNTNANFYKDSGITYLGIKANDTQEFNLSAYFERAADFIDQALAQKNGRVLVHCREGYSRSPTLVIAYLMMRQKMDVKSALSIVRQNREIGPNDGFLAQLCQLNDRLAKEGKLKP
* hit, by the source's call.

> Nc1ccc(-c2cn3ccsc3n2)cc1
  VHR inh color: 91
> Cc1c(C)c(COCc2c(C)c(C)c(C=O)c(C)c2C)c(C)c(C)c1C=O
  VHR inh color: -32
> COc1cccc(/C=N\n2c(C)nnc2C)c1O
  VHR inh color: -7
> O=C1NC(=S)N(c2ccccc2)C(=O)/C1=C\c1ccc(N2CCCC2)cc1
  VHR inh color: 31
> Cc1onc(-c2ccccc2Cl)c1C(=O)Nc1nn[nH]n1
  VHR inh color: -44
> O=C1c2ccccc2NC(c2cccc(O)c2)N1Cc1ccco1 (stereo not drawn)
  VHR inh color: 14
> O=C(Nc1ccc(Cl)c(Cl)c1)C1C(c2ccccc2)C1(Cl)Cl (stereo not drawn)
  VHR inh color: -7
> COc1ccc(-c2ccc(/C=C/C(=O)c3cc4ccccc4o3)o2)cc1
  VHR inh color: 15
> COc1ccc(OCC(=O)Nc2ccccc2CO)cc1
  VHR inh color: -46
> N#C/C(=C\c1ccccc1Cl)C(N)=O
  VHR inh color: -9
> CCCNC(=O)c1c(NC(=O)c2ccccc2F)sc2c1CCC(C)C2 (stereo not drawn)
  VHR inh color: 5
> COc1ccccc1C(=O)N1CCN(Cc2ccc(Cl)cc2)CC1
  VHR inh color: -10
> Cc1nccn1S(=O)(=O)c1ccc(Cl)c([N+](=O)[O-])c1
  VHR inh color: -6
> COc1ccc(C2C(C(=O)OCC(C)C)=C(C)NC3=C2C(=O)CC(c2ccccc2)C3)c(OC)c1 (stereo not drawn)
  VHR inh color: -10
> O=C1CSC(c2ccc(F)cc2)N1Cc1ccccc1 (stereo not drawn)
  VHR inh color: -10
> Cc1ccc2c(c1)C1C=CCC1C(c1ccc([N+](=O)[O-])cc1)N2 (stereo not drawn)
  VHR inh color: -8
> CCOc1cccc2sc(NC(=O)c3cccc([N+](=O)[O-])c3)nc12
  VHR inh color: -10
> O=C(Nc1ccccc1C(=O)Nc1ccccc1Cl)c1ccncc1
  VHR inh color: 12
> O=c1c2ccccc2nc(/C=C/c2cc(Br)ccc2O)n1-c1ccc([N+](=O)[O-])cc1
  VHR inh color: -11
> COc1ccc(CCNC(=O)C(=O)Nc2cc(Cl)ccc2C)cc1
  VHR inh color: -17
> Cc1cc(/C=C2/SC(=O)NC2=O)c(C)n1-c1cccc(Cl)c1
  VHR inh color: -3
> O=c1[nH]c(N2CCCCC2)nc2ncn(Cc3ccccc3)c12
  VHR inh color: 6
> COc1ccc(N=c2ssc3c2-c2cc(OC)ccc2NC3(C)C)cc1
  VHR inh color: -13
> Cc1ccc(Nc2nc3nonc3n3cnnc23)cc1C
  VHR inh color: -11
> CCOC(=O)C(CCC(OC(=O)c1ccccc1)(C(=O)OCC)C(=O)OCC)(OC(=O)c1ccccc1)C(=O)OCC
  VHR inh color: -5

> CCCc1[nH]n(-c2ccc([N+](=O)[O-])cc2)c(=O)c1C=NCCc1ccc(OC)c(OC)c1
  VHR inh color: -1
> COc1cc(/C=C2\SC(=S)N(c3ccc(F)cc3)C2=O)cc(OC)c1OC
  VHR inh color: -10
> Cc1cc(C(F)(F)F)nn1CC(=O)Nc1ccc(OC(F)(F)F)cc1
  VHR inh color: -27
> Cc1cccc(-c2noc(-c3ccco3)n2)c1
  VHR inh color: -16
> Cc1ccc(C2Nc3cccc4cccc(c34)N2)cc1
  VHR inh color: 15
> Cc1cc(/C=N/n2cnnc2)c(C)n1-c1ccc(F)cc1
  VHR inh color: -5
> COc1cc([N+](=O)[O-])ccc1NC(=O)COc1cc(C)ccc1C(C)(C)C
  VHR inh color: 0
> O=C(Nc1cccc(Cl)c1)c1ccccc1C(F)(F)F
  VHR inh color: 5
> CCCCOC(=O)Nc1ccc(S(=O)(=O)Nc2cc(C)ccc2C)cc1
  VHR inh color: -30
> CCN(CC)C(=O)c1sc(NC(=O)COc2ccc3ccccc3c2)c(C(=O)OC(C)C)c1C
  VHR inh color: 1
> C(=N\N=C(c1ccccc1)c1ccccc1)/c1ccccn1
  VHR inh color: -50
> O=C(Nc1ccncc1)C12CC3CC(CC(C3)C1)C2
  VHR inh color: -9
> O=[N+]([O-])c1ccccc1NN=C1CCCC1
  VHR inh color: -22
> O=S(=O)(Nc1ccc(-c2nc3ccccc3s2)c(O)c1)c1ccccc1
  VHR inh color: 4
> Cc1oc(C(C)(C)C)cc1C(=O)Nc1ccc(CC(=O)O)cc1
  VHR inh color: 5
> COc1cc(NC(=O)c2ccc(Cl)cc2)c(Cl)cc1N=NC1=C(O)CC(C)(C)CC1=O
  VHR inh color: 10
> Cc1ccc(Nc2cc(-n3nc(C)cc3C)ncn2)cc1
  VHR inh color: -16
> CCC(C)c1ccc(N2C(=O)CC(=O)NC2=S)cc1 (stereo not drawn)
  VHR inh color: 1
> O=C(NCc1ccco1)/C(=C/c1ccc(F)cc1)NC(=O)c1ccccc1
  VHR inh color: 3
> Cc1cc(OCC(=O)Nc2ccccc2)ccc1Cl
  VHR inh color: 4
> O=C1C2C3C=CC(C3)C2C(=O)N1c1cc(Cl)ccn1 (stereo not drawn)
  VHR inh color: 8
> O=C1C2C(C(=O)N1/N=C/c1ccc(Cl)cc1)C1C=CC2C12CC2 (stereo not drawn)
  VHR inh color: 11
> O=C(Cc1ccccc1)Nc1ccc(-c2nc3ccccc3s2)c(O)c1
  VHR inh color: -7
> CCc1c(C)[nH]c2c(C)cccc2c1=O
  VHR inh color: 8
> O=C(N/C(=C\c1cccnc1)C(=O)N1CCNCC1)c1ccccc1
  VHR inh color: -7

> CCOC(=O)c1c(C)oc2cc(Br)c(OC(C)=O)c(OC(C)=O)c12
  VHR inh color: -14
> CC(=O)Nc1ccc(OCC(O)Cn2c3ccccc3c3ccccc32)cc1 (stereo not drawn)
  VHR inh color: -11
> CSc1nnc2c(n1)OC(C(=O)c1ccccc1)Nc1ccccc1-2 (stereo not drawn)
  VHR inh color: -12
> Clc1ccc(SCCCN2CCOCC2)cc1
  VHR inh color: -25
> CCN(CC)Cc1c(O)ccc2c(=O)c(-c3ccc(Cl)cc3)coc12
  VHR inh color: 26
> Cc1ccc(C2(c3ccc(C)cc3)CC2C(=O)Nc2ccc([N+](=O)[O-])cc2O)cc1 (stereo not drawn)
  VHR inh color: -4
> COc1cc(NC(=O)COc2ccc(C)cc2)cc(OC)c1
  VHR inh color: -14
> S=c1[nH]nc(COc2ccc(Cl)cc2Cl)n1-c1ccccc1
  VHR inh color: -6
> COc1cc(OC)cc(C(=O)N2CCN(C(=O)c3ccccc3OC)CC2)c1
  VHR inh color: -4
> O=C(CSc1nc2ccc([N+](=O)[O-])cc2s1)NCCc1ccccc1
  VHR inh color: 5
> CCN(CC)c1ccc(NC(=O)/C=C/c2cc(OC)ccc2OC)cc1
  VHR inh color: 35
> CCOc1ccc(/C=C2/C(=O)NN(c3ccccc3)C2=O)cc1OC
  VHR inh color: -14
> O=C1NC(=S)N(c2ccc(Br)cc2)C(=O)/C1=C/c1ccc(O)c(Cl)c1
  VHR inh color: 52
> COc1c(Br)cc(Br)cc1/C=N/NC(=O)CNC(=O)c1cccc(F)c1
  VHR inh color: -6
> O=C(Nc1cccc2ccccc12)C(O)(c1ccccc1)c1ccccc1
  VHR inh color: -57
> CCOc1ccc(-c2cc(C(=O)N3CCN(Cc4ccccc4)CC3)c3ccccc3n2)cc1
  VHR inh color: 4
> CCOc1cc(/C=N/NC(=O)c2cccs2)ccc1OC(=O)c1ccc(C)cc1
  VHR inh color: -1
> CCOC(=O)Cc1cc(OC)c(OC)cc1Cc1cc(OC)c(OC)cc1CC(=O)OCC
  VHR inh color: -26
> Cc1cc(OCC(=O)Nc2ccc(Cl)c(C(F)(F)F)c2)ccc1Br
  VHR inh color: -10
> COc1ccc(OC(C)C(=O)Nc2ccc(OC)cc2OC)cc1 (stereo not drawn)
  VHR inh color: 1
> CN1CCN(/N=C/C(Br)=C\c2ccccc2)CC1
  VHR inh color: 5
> Cc1ccc2[nH]c(=O)c(C(=O)/C=C\c3ccccc3)c(-c3ccccc3)c2c1
  VHR inh color: -11
> Cc1ccc(Cl)cc1NC(=O)CSCC(=O)Nc1ccc2ccccc2c1
  VHR inh color: 0
> Cc1n[nH]c(C)c1Sc1ccccc1N=Cc1cccc(Cl)c1
  VHR inh color: 0
> COc1ccc(S(=O)(=O)N2CCCC2C(=O)O)cc1 (stereo not drawn)
  VHR inh color: 5

Among those listed so far, these have a tert-butyl group.
> COc1cc([N+](=O)[O-])ccc1NC(=O)COc1cc(C)ccc1C(C)(C)C
  VHR inh color: 0
> Cc1oc(C(C)(C)C)cc1C(=O)Nc1ccc(CC(=O)O)cc1
  VHR inh color: 5

(next part)
> COc1ccccc1/C=N/Nc1nnc(-c2ccccc2)c(-c2ccccc2)n1
  VHR inh color: -12
> CN(C)C(=O)c1ccccc1NC(=O)c1ccccc1Cl
  VHR inh color: 4
> Cc1ccc(C(=O)Nc2ccc(C(C)C)cc2)cc1C
  VHR inh color: -11
> c1ccc2sc(-c3ccc(NCc4ccc5c(c4)OCO5)cc3)nc2c1
  VHR inh color: -13
> COc1ccc(CSc2nnnn2C)cc1F
  VHR inh color: 1
> CC1=NN(C(=O)c2ccncc2)C(O)(c2ccc(Cl)cc2)C1 (stereo not drawn)
  VHR inh color: 2
> COc1ccc(C2=C/C(=C/c3ccc(OC)c(Br)c3)C(=O)O2)cc1
  VHR inh color: -9
> C=CCN=CC1=C(O)CC(C)(C)CC1=O
  VHR inh color: -7
> Cc1nc2sc(C(=O)c3ccc(F)cc3)c(N)c2c(C)c1C(=O)Nc1ccccc1
  VHR inh color: -9
> Cc1ccc(CN2CCN(/N=C/c3cc([N+](=O)[O-])ccc3Cl)CC2)cc1
  VHR inh color: -7
> O=C(Nc1cccc(-c2cn3ccccc3n2)c1)c1ccccc1Cl
  VHR inh color: -16
> O=C(Nc1ccc(F)cc1)c1ccccc1C(F)(F)F
  VHR inh color: -9
> COc1ccccc1C(=O)Nc1ccc2oc(-c3cccc(C)c3)nc2c1
  VHR inh color: -8
> O=C1/C(=C\c2ccc(-c3ccccc3[N+](=O)[O-])o2)SC(=S)N1C1CCS(=O)(=O)C1 (stereo not drawn)
  VHR inh color: 23
> CCC12C(=O)C(CC)(C(c3ccccc3)=C1c1ccccc1)C1C(=O)N(c3ccccc3[N+](=O)[O-])C(=O)C12 (stereo not drawn)
  VHR inh color: -3
> COc1ccc2c(=O)c(Oc3ccc(C(C)(C)C)cc3)coc2c1
  VHR inh color: -16
> COc1ccccc1-c1nc(-c2ccc(Cl)cc2Cl)no1
  VHR inh color: -25
> Ic1ccc(-c2nc(-c3ccccn3)no2)cc1
  VHR inh color: -22
> COc1ccc(C=NNC(=O)Cn2nnc3ccccc32)c(OC)c1
  VHR inh color: -8
> CCOC(=O)CCCC[C@H]1SC[C@@H](NC(=O)OC)[C@H]1NC(=O)OC
  VHR inh color: -16
> Cc1cccc(NC(=O)c2cccc(C(=O)Nc3cccc(C)c3)n2)c1
  VHR inh color: -3
> Cc1cc(-n2ccc(=O)[nH]c2=O)nc(-c2ccccc2)n1
  VHR inh color: -10
> O=C1/C(=C/Nc2ccccc2NS(=O)(=O)c2ccc([N+](=O)[O-])cc2)CCc2ccccc21
  VHR inh color: -5
> COc1ccccc1C1Nc2ccccc2NC2=C1C(=O)CC(c1ccc(Cl)cc1)C2 (stereo not drawn)
  VHR inh color: 7
> Fc1ccc(/C=N/N2CCOCC2)cc1
  VHR inh color: -10

Some of these compounds in order of length of the SMILES, lowest first.
> COc1ccc(CSc2nnnn2C)cc1F
  VHR inh color: 1
> Cc1cccc(NC(=O)c2cccc(C(=O)Nc3cccc(C)c3)n2)c1
  VHR inh color: -3
> COc1ccccc1/C=N/Nc1nnc(-c2ccccc2)c(-c2ccccc2)n1
  VHR inh color: -12
> Cc1ccc(CN2CCN(/N=C/c3cc([N+](=O)[O-])ccc3Cl)CC2)cc1
  VHR inh color: -7

Next part.
> COc1cc(/C=N/NC(=O)COc2ccccc2[N+](=O)[O-])ccc1OCc1ccccc1
  VHR inh color: -15
> O=C(COc1ccc2ccccc2c1)Nc1ccc2c(c1)OCCO2
  VHR inh color: -4
> COc1ccccc1NC(=O)c1ccc(CN2CCc3ccccc3C2)cc1
  VHR inh color: -56
> CCOC(=O)C1=C(C)N=c2s/c(=C\c3ccc([N+](=O)[O-])o3)c(=O)n2C1c1ccc(C)cc1 (stereo not drawn)
  VHR inh color: 18
> CCCCn1c(=O)c(C(=O)Nc2ccccc2Br)c(O)c2ccccc21
  VHR inh color: -2
> Cc1ccc2c(c1)-c1c(ssc1=S)C(C)(C)N2C(=O)Cc1ccc(F)cc1
  VHR inh color: -13
> COc1ccc(CSC2=NCCN2)cc1Br
  VHR inh color: -23
> Cc1ccc(/C=N/N=C2/NC(=O)C(CC(=O)Nc3ccccc3C(F)(F)F)S2)o1 (stereo not drawn)
  VHR inh color: -11
> Cc1ccc(S(=O)(=O)NC(C)(C)CNC(c2ccccc2)c2ccccc2)cc1
  VHR inh color: -1
> c1ccc(C(=NCCN=C(c2ccccc2)c2ccccc2)c2ccccc2)cc1
  VHR inh color: -37
> O=C(N/N=C(/C=C/c1ccccc1[N+](=O)[O-])c1ccccc1)c1ccc(O)cc1
  VHR inh color: 8
> COC(=O)c1c(NC(=O)c2cccc(Br)c2)sc(C)c1C
  VHR inh color: -11
> Cc1ccc(C(=O)Nc2c(C)ccc3nsnc23)cc1
  VHR inh color: -6
> CC1=C(C(=O)OCCOc2ccccc2)C(c2ccc(C)cc2)C2=C(CCCC2=O)N1 (stereo not drawn)
  VHR inh color: -4
> O=C(NNC(=O)c1ccccc1[N+](=O)[O-])Nc1ccccc1
  VHR inh color: -20
> Cc1ccc(S(=O)(=O)N2CCN(C3CCCCC3)CC2)cc1
  VHR inh color: -13
> CN(C)c1ccc(C(=S)N2CCN(c3ccccc3)CC2)cc1
  VHR inh color: 12
> Cc1ccc(C2SCC(=O)N2c2ccc(Cl)c(Cl)c2)cc1 (stereo not drawn)
  VHR inh color: -6
> O=C(Nc1ccc([N+](=O)[O-])cc1)c1cc(Br)ccc1Cl
  VHR inh color: 1
> Cc1onc(-c2ccccc2Cl)c1C(=O)Nc1sc2c(c1C(N)=O)CCCC2
  VHR inh color: -10
> O=C1NC(=S)N(c2cccc(Br)c2)C(=O)/C1=C/c1ccc(-c2cccc([N+](=O)[O-])c2)o1
  VHR inh color: 35
> COc1cc(C(=O)Nc2c(-c3ccccc3)c3cc(Br)ccc3[nH]c2=O)cc(OC)c1OC
  VHR inh color: -12
> CCOC(=O)COc1ccccc1/C=C1\C(=O)NC(=O)N(c2ccc(Cl)cc2)C1=O
  VHR inh color: -10
> COc1ccc(/C=C/C(=O)Nc2ccccc2C(F)(F)F)cc1Br
  VHR inh color: -5
> COc1ccccc1-c1c(C(F)(F)F)oc2cc(OCc3ccccc3)ccc2c1=O
  VHR inh color: 4

The list is partial, so the mix of outcomes need not match the whole.
